Mito fusion act: qHTS Assay for Small Molecule Inhibitors of Mitochondrial Division or Activators of Mitochondrial Fusion | S. cerevisiae fusion-defective mutant growth rescue, CellTiterGlo 48 h | Potency, µM (series often up to 46.1 µM), for the others: top-dose growth rescue (activation), most hits filed as activators | 0.23% of 320,000 active;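 further: potency means the concentration at half of the fitted maximal effect; % of control where 0% means no effect; nearly all actives have a fitted effect of over 45% in size; temperature-sensitive fusion mutants such as fzo1-1 at 37 °C on non-fermentable ethanol glycerol medium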
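Compounds are tested for their ability to restore growth of mitochondrial fusion-defective yeast strains at non-permissive 37C in YPEG medium over 48 hours. Viability is quantified by luciferase luminescence.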
PKM2 activator: qHTS Assay for Activators of Human Muscle isoform 2 Pyruvate Kinase | AID 1631, 2009 | Potency, µM (highest dose often 57.5 µM), for inactives: at the top dose activation, usual class: activators | 0.34% of 260,000 active | purified PKM2, Kinase-Glo ATP luminescence, activation; response scale: 0% is enzyme alone, no compound; further: potency means the concentration at half of the fitted maximal effect; on the % scale 0 is the no-effect control and ±100 the full control effect; nearly all actives have a fitted effect of over 55% in size
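Purified hPK-M2 (>95% pure) converted ADP (0.1 mM final) to ATP with 0.5 mM PEP in 50 mM imidazole pH7.2, KCl, MgCl2, Tween 20, BSA; 1 h at room temperature. ATP detected by Kinase-Glo luminescence.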
Eya2 phos inh: qHTS Assay for Inhibitors of the Phosphatase Activity of Eya2 | recombinant Eya2, OMFP fluorescence dephosphorylation (OMFP is methylfluorescein phosphate) | Potency, µM (top dose mostly 76.9 µM), without a hit: at the highest dose activity, negative = inhibition, most hits filed as inhibitors | Protein phosphatase EYA2 (Homo sapiens), O00167 | 0.006% of 330,000 active; further: potency means the concentration at half of the fitted maximal effect; on the % scale 0 is the no-effect control and ±100 the full control effect
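Eya2 (0.2 uM) preincubated 10 min at ambient with compound, then OMFP substrate added at 50 uM; 10 min reaction in 50 mM HEPES pH 7.5, 50 mM NaCl, 5 uM MgCl2, 0.05% BSA, 1 mM DTT. Fluorescence read at Ex 485/Em 525 nm.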
ASM inhibitor: Inhibitors of Secretory Acid Sphingomyelinase (S-ASM): qHTS | Potency, µM (titrated, usually from 57.5 µM), without a hit: at the top dose activity change, negative = inhibition, most hits filed as inhibitors | AID 504937, 2011 | 0.006% of 340,000 active | placental ASM, HMU-PC fluorogenic substrate, 60 min | Sphingomyelin phosphodiesterase (Homo sapiens), P17405; further: potency means the concentration at half of the fitted maximal effect
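Human placenta-derived ASM preincubated with compound 10 min at room temperature, then reacted with 9 uM (final) fluorogenic HMU-PC substrate for 60 min at 37 C. Stop solution raises pH to 10; fluorescence read at Ex 386/Em 447 nm.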
hERG WT inh: qHTS for Inhibitors of KCHN2 3.1: Wildtype qHTS. 0.37% of 340,000 active. Voltage-gated inwardly rectifying potassium channel KCNH2 (Homo sapiens), Q12809. activity change, % at 1.84 µM. U2OS, BacMam KCNH2, thallium flux FluxOr; active compounds read low. AID 720551, 2013;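 active means maximum activity change below -70%; inconclusive means maximum activity change between -70% and -50%; inactive means maximum activity change above -50%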; further: on the % scale 0 is the no-effect control and ±100 the full control effect
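U2OS cells were transduced with wild-type KCNH2 virus (2.03 x 10^8 / mL) for 4 h at room temperature, then cultured overnight at 37 C. Thallium flux was read with FluxOr dye. Rate constants were normalized to DMSO controls.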
GALK inh: qHTS Assay for Inhibitors of Human Galactokinase (GALK); 0.007% of 270,000 active; Purified GALK, Kinase-Glo residual ATP luminescence; P51570; Potency, µM (highest dose often 57.5 µM), inactives show at the top dose activity change, negative = inhibition, most hits filed as inhibitors; AID 1868, 2009; further: potency means the concentration at half of the fitted maximal effect; on the % scale 0 is the no-effect control and ±100 the full control effect
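Kinase-Glo Plus luminescence measured ATP left after a 1 h room-temperature reaction. The reaction used 5 nM GALK, 100 uM galactose and 35 uM ATP at pH 8.0 (20 mM HEPES, 5 mM MgCl2, 60 mM NaCl, 1 mM DTT, 0.01% BSA).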
Menin MLL FP TR: qHTS Assay for Inhibitors Targeting the Menin-MLL Interaction in MLL Related Leukemias: Competition With Texas Red Labeled MLL-derived Mutant Peptide | O00255 | Potency, µM (doses to about 61.6 µM), without a hit: top-dose FP activity change, negative = inhibition, usual class: inhibitors | Menin + Texas Red MLL mutant peptide, fluorescence polarization | 0.23% of 270,000 active; active means well fitted inhibition curve with a large enough effect in the polarisation, with a control signal flat, not every such curve was filed as active; inconclusive means small, poorly fitted or top-dose-only effect, or effect the other way, or a change in a side signal; inactive means no such curve, though single readings can be large or run the other way; the % refers to the polarisation; further: potency means the concentration at half of the fitted maximal effect; % of control where 0% means no effect; many of its hits are not listed in these tables
Chronic BCR inh: qHTS Assay to Find Inhibitors of Chronic Active B-Cell Receptor Signaling; 0.05% of 340,000 active; Potency, µM (doses to about 46.1 µM), for the others: at the highest dose ratio change, negative = lower green/red ratio, most hits filed as inhibitors; ABC-DLBCL IkBa-CBG/CBR reporter, luminescence ratio, 4 h; active means well fitted inhibition curve with a large enough effect in the signal ratio, with a control signal flat, not every such curve was filed as active; inconclusive means small, poorly fitted or top-dose-only effect, or effect the other way, or a change in a side signal; the % refers to the signal ratio;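 further: potency means the concentration at half of the fitted maximal effect; plate controls were basal doxycycline-induced cells for no effect and cells given 10 µM MG132 for full effect; MG132 reads +100%, hits lower the ratio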
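TMD8 human ABC-DLBCL cells with doxycycline-inducible IκBα–green luciferase fusion and unfused red luciferase, in 0.5% FBS medium; compounds up to 46 uM, 4 h at 37C. Green/red luminescence ratio, filter-overlap corrected, fitted to concentration-response curves.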
USP2a inh: qHTS Assay for Inhibitors of Ubiquitin-specific Protease USP2a Using CHOP2 as the Reporter; Ubiquitin carboxyl-terminal hydrolase 2 (Homo sapiens), O75604; USP2 core, Ub-CHOP2 coupled fluorogenic reporter, 485/531; Potency, µM (series often up to 38.3 µM), inactives show top-dose activity change, negative = inhibition, usual class: inhibitors; 0.01% of 330,000 active; AID 463254, 2010;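 further: potency means the concentration at half of the fitted maximal effect; plate controls were DMSO wells for no effect and full inhibition by NEM control for full effect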
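Deubiquitinase activity read as fluorescence (485/531 nm) after Ub-CHOP2 cleavage activates the enterokinase reporter on its substrate; USP2 core 10nM, Ub-CHOP2 and substrate 25nM each, 30min compound preincubation then 60min RT; data normalized to NEM, curves fitted.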
TSHR antag: Antagonists of the Thyroid Stimulating Hormone Receptor: HTS campaign; activity change, negative = inhibition, % at 11.5 µM; 0.2% of 330,000 active; Thyrotropin receptor (Homo sapiens), P16473; TSHR-expressing cells, TSH-stimulated cAMP HTRF, 2 h; active compounds read low; AID 504810, 2011;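 active means activity change below a set negative limit, meaning inhibition stronger than a set level, cut at about -70% in these data; inconclusive means activity change between two set negative limits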; further: on the % scale 0 is the no-effect control and ±100 the full control effect
Target sequence (P16473 whole entry, looked up): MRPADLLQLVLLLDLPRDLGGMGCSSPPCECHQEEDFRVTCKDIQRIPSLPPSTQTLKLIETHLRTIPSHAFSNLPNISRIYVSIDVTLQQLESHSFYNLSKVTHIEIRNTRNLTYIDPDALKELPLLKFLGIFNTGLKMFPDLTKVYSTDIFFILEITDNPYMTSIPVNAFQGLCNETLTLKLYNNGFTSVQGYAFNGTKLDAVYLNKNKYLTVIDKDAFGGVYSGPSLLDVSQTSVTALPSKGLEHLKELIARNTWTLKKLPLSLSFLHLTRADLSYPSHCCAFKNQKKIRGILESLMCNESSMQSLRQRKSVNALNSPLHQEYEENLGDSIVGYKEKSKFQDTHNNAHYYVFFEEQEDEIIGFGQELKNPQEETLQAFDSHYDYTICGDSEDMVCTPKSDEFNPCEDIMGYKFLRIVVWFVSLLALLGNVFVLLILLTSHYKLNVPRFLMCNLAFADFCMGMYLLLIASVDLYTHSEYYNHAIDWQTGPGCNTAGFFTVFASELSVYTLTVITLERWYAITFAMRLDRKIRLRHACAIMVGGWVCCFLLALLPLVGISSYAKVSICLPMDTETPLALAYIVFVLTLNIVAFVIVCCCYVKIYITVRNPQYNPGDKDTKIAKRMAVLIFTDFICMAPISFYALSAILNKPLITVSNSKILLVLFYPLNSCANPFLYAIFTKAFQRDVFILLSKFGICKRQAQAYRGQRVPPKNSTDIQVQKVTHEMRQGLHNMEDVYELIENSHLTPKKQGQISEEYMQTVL
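Read-out is FRET at 665 nm (cryptate excitation 337 nm) from a cryptate-tagged anti-cAMP antibody, competed by cell cAMP against cAMP-d2. Compounds are tested on freshly harvested TSHR cells challenged with 4nM TSH (EC80) for 2 hours at 37 deg C.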
MBNL1-CUG inh: qHTS Assay for Inhibitors of MBNL1-poly(CUG) RNA binding | Muscleblind-like protein 1 (Homo sapiens), Q9NR56 | TR-FRET MBNL1-His/biotin-(CUG)12 binding, 665/545 ratio | Potency, µM (titrated, usually from 57.5 µM), for the others: top-dose activity change, negative = inhibition, usual class: inhibitors | 0.036% of 280,000 active | AID 2675, 2010; active means well fitted inhibition curve with a large enough effect in the signal ratio, with a control signal flat, not every such curve was filed as active; inconclusive means small, poorly fitted or top-dose-only effect, or effect the other way, or a change in a side signal; inactive means no such curve, though single readings can be large or run the other way; the % refers to the signal ratio; further: potency means the concentration at half of the fitted maximal effect; on the % scale 0 is the no-effect control and ±100 the full control effect
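Compounds (final 92 nM to 58 uM) are added to His-tagged MBNL1 and biotin-(CUG)12, then terbium anti-His antibody and streptavidin-XL665 (5 nM final). After 60 min at room temperature, the 665/545 nm ratio is read.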
Numbers without * were called inactive; i = inactive; ? = inconclusive; / = not tested or not shown; [ ] = another dose, or the depositor's remark. Unless noted, the call rests on the fitted dose curve; in most records, active means well fitted curve in the direction sought with a large enough effect; inconclusive means small, poorly fitted or top-dose-only effect, or another doubt; inactive means no such curve, though single readings can be large; an effect the other way counts as inactive or inconclusive. The list is partial (hit frequency here may not be typical).

SMILES	Mito fusion act	PKM2 activator	Eya2 phos inh	ASM inhibitor	hERG WT inh	GALK inh	Menin MLL FP TR	Chronic BCR inh	USP2a inh	TSHR antag	MBNL1-CUG inh
Cc1cc(C)c2c(c1)-c1c(ssc1=S)C(C)(C)N2C(=O)CN1C(=O)c2ccccc2C1=O	9%	-22%	-2%	-7%	0	1%	?	6%	-4%	0	5%
COc1cccc(N(CC(=O)NCCSCc2ccc(C)cc2)S(C)(=O)=O)c1	2%	0%	6%	-1%	-7	-1%	6%	-2%	-1%	1	-2%
CC(CC(=O)Nc1ccc2c(c1)OCO2)c1ccccc1 (stereo unspecified)	0%	0%	4%	0%	-2	0%	-7%	4%	-2%	-8	3%
Fc1ccc(NC2=NCCCCC2)cc1	1%	-2%	-5%	0%	-4	-3%	15%	4%	9%	-7	-2%
O=c1nc2ccc(Cl)cn2c2ccc(S(=O)(=O)N3CCCCC3)cc12	-9%	-4%	5%	/	7	15%	19%	9%	1%	1	18%
O=C(CSc1nnc(COc2ccc(Cl)cc2)o1)N1CCCCC1	21%	/	5%	0%	-2	5%	/	-7%	-3%	5	-2%
CCCn1c(NCc2cccc(OC)c2O)nc2ccccc21	0%	25µM*	-13%	-2%	3	-2%	-6%	?	-2%	1	4%
CCCc1ccc(NC(=O)C2CCCN(c3cnccn3)C2)cc1 (stereo unspecified)	?	/	3%	-1%	-15	4%	/	-16%	-2%	29	-2%
COc1ccc(C(CNC(=O)c2cc(SC)ccc2Cl)N(C)C)cc1 (stereo unspecified)	4%	0%	-8%	-2%	13	7%	/	?	0%	-7	/
O=C(CCNS(=O)(=O)c1ccc(Cl)cc1)N1CCN(c2ccccn2)CC1	4%	2%	1%	1%	5	-3%	-1%	-1%	0%	2	-3%
Cc1ccc(S(=O)(=O)N2CCN(C(C)C)CC2)cc1	2%	0%	-3%	3%	3	11%	-11%	-2%	4%	16	-12%
Cc1c(NC(=O)c2cnn3c2NC(c2ccco2)CC3C(F)(F)F)c(=O)n(-c2ccccc2)n1C (stereo unspecified)	-2%	-8%	-1%	-1%	-8	1%	1%	-1%	3%	2	2%
O=C(/C=C/c1ccccc1)NC(=S)NNS(=O)(=O)c1ccccc1	1%	1%	-2%	-5%	13	-3%	1%	?	10%	0	5%
CC1(c2ccc(OC(F)F)cc2)NC(=O)N(CC(=O)Nc2ccccc2)C1=O (stereo unspecified)	-6%	/	-23%	0%	2	5%	57%[activator]	?	3%	-4	5%
CCCCNc1ccc2nsnc2c1[N+](=O)[O-]	-10%	-3%	-3%	-4%	-9	0%	-17%	?	0%	5	?
CCCNC(=O)c1ccc(C2SCC(=O)N2CCc2ccccc2)cc1 (stereo unspecified)	-9%	6%	1%	-1%	10	/	-1%	2%	3%	-3	11%[11.5 µM]
COc1ccc2nc(C)cc(SCC(=O)N3CCCCC3)c2c1	4%	5%	4%	4%	-4	0%	-12%	?	0%	-6	8%
CC(C)N1CCc2c(sc(NC(=O)c3ccc([N+](=O)[O-])o3)c2C(N)=O)C1	-11%	-2%	-7%	/	/	0%	3%	-18%	-4%	-23	?
COc1ccc(OC)c(C(c2c(C)[nH][nH]c2=O)c2c(C)[nH][nH]c2=O)c1	8%	/	7%	3%	-5	-1%	/	?	-2%	1	-2%
C[C@@H]1CN(C(=O)c2nc3ccc(Cl)cn3c2CN(C)CCc2cnn(C)c2)C[C@H](C)O1	2%	/	-4%	3%	5	-2%	10%	0%	3%	-6	0%
O=C(Nc1ccon1)c1cccc(S(=O)(=O)N2CCCCC2)c1	1%	-4%	0%	7%	-5	-2%	26%	?	1%	-5	10%
S=C(NC1CCCCCC1)NC1CCCC1	8%	2%	-6%	2%	-5	2%	1%	?	-2%	-5	7%
CC1(C)CC(=O)C2=C(C1)Nc1ccccc1NC2c1cccnc1 (stereo unspecified)	2%	7%	21%	1%	-4	5%	2%	-1%	-3%	18	-8%
COc1ccc(-n2ncc3c2CC(C)(C)CC3NC(=O)c2cn[nH]c2)cc1 (stereo unspecified)	3%	/	-12%	-1%	14	-6%	/	3%	-1%	-4	2%
Cc1cc2c(c(=O)n1-c1ccccc1)C1O[C@](c3ccsc3)(Cc3ccccc31)O2	2%[9.22 µM]	7%[11.5 µM]	-6%[15.4 µM]	/	/	/	2%[11.7 µM]	-2%[9.22 µM]	-1%[7.66 µM]	/	-1%[11.5 µM]
O=C(OC1CCCCC1)c1ccc2c(c1)C1C=CCC1C(C(=O)O)N2 (stereo unspecified)	5%	-3%	5%	/	/	-1%	?	8%	-1%	-3	7%
COc1ccc(CCN=C(N)NS(=O)(=O)c2ccc(F)cc2)cc1OC	3%	-5%	3%	-2%	-2	2%	?	-3%	1%	-6	-9%
COc1ccc(/C(O)=C2/C(=O)C(=O)N(CCCC(=O)O)C2c2ccc(OC)c(OC)c2)cc1 (stereo unspecified)	-1%	-8%	-21%	0%	-1	-2%	0%	?	-2%	11	-7%
Cc1cc(OCC(=O)NCCCN2CCOCC2)c2c(C)cc(=O)oc2c1	1%	/	-1%	2%	6	5%	4%	-4%	0%	0	9%
CN1CCN(c2ccccc2NC(=O)Cn2ncc3c([nH]c4ccccc43)c2=O)CC1	1%	/	-12%	-1%	18	-1%	/	-8%	2%	5	2%
Cn1cc(Cl)c(/C=C(\C#N)S(=O)(=O)c2ccccc2)n1	-3%	13%	1%	0%	1	2%	/	?	2%	2	/
O=C(Oc1nsnc1N1CCCCC1)N1CCOCC1	-3%	-4%	-19%	1%	4	-2%	-1%	0%	1%	-1	15%
Cc1noc(C)c1CSc1nc2ccccc2n1C	1%	-7%	-7%	-2%	0	4%	3%	-3%	2%	-11	-3%
Cc1cc(C)n(C(=O)CSc2ccc(Cl)cc2)n1	2%	-3%	-18%	1%	0	2%	11%	-2%	6%	-4	0%
CCCCNC(=O)c1cc2cccc([N+](=O)[O-])c2[nH]1	-2%	7%	-16%	-2%	-2	0%	/	0%	0%	5	?
COc1cc(/C=C/C(=O)Nc2ccncc2)cc(OC)c1OC	-8%	-1%	1%	44%[activator]	1	4%	-30%	-12%	0%	-11	?
Cc1cccc(Nc2nc(N)nc(CN3CCN(Cc4ccc5c(c4)OCO5)CC3)n2)c1	-1%	-2%	5%	7%	-26	4%	1%	0%	0%	17	0%
Cc1ccc(CNC(=O)C2CCC(=O)N2CCc2ccccc2)cc1 (stereo unspecified)	6%	-4%	10%	0%	6	2%	-14%	-4%	2%	5	-5%
O=C1NC(c2ccccc2)=C(c2ccc3ccccc3n2)C(c2ccccc2)N1 (stereo unspecified)	-4%	1%	-6%	4%	i	/	-2%	?	-1%	-1	7%
Cc1cccc(NC(=O)CCN2CCC(C)CC2)c1	-2%	-3%	?	-4%	11	0%	6%	-4%	2%	-5	-4%
CCCn1nnc(NC(=O)c2ccc3ccccc3c2)n1	0%	-2%	8%	3%	-5	5%	6%	?	3%	-8	?

Source: PubChem BioAssay
